PRMT1 FP inh: PRMT1 methyltransferase inhibitors, primary screen, biochemical, fluorescence polarization; Protein arginine N-methyltransferase 1 (Homo sapiens), Q99873; recombinant PRMT1, activity-based probe fluorescence polarization; inhibition, % at 2.79 µM; 1.3% of 370,000 active; AID 652257, 2013;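 active means inhibition above about 21% made by adding two undisclosed values, limit read from the data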
UHRF1 MBD2 ctr: UHRF1 methylated DNA binding inhibitors, primary screen, counter-screen for MBD2 inhibitor project, biochemical, TR-FRET, human UHRF1, single concentration; inhibition, % at 4.4 µM; UHRF1 binding to methylated oligo; E3 ubiquitin-protein ligase UHRF1 (Homo sapiens), Q96T88; 0.75% of 370,000 active; in the data active means inhibition above about 21%;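 further: UHRF1 SRA domain binding a hemimethylated CpG hairpin DNA probe; 0% = median of test compound wells and 100% = reference inhibitor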
TDP2 absorb: human TDP2 enzyme inhibitors, primary screen, biochemical, epi absorbance, recombinant enzyme. T5PNP hydrolysis, p-nitrophenol absorbance 415 nm. inhibition, % at 12.8 µM. 0.34% of 370,000 active;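 active means inhibition above the mean of all tested compounds plus 3 SD, set per campaign, cut at about 25% in these data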;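 further: 0% = DMSO with enzyme and 100% = buffer with substrate but no TDP2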
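Assay system: Recombinant human TDP2 | Quantity: 120 nM TDP2 per well | Incubation: 2 h at 37 °C | Signal: Epi absorbance | Evaluation: Percent inhibition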
DDE Tn7 FP inh: inhibitors of Tn7 peptide binding to fibrin DD(E), primary screen, biochemical, fluorescence polarization, human fibrin, Tn7 probe | Fibrinogen beta chain (Homo sapiens), P02675 | FP displacement of FITC-Tn7 peptide from fibrin DD(E); 0% = median of compound wells per plate | 0.13% of 370,000 active | inhibition, % at 8.3 µM;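 active means inhibition above the mean of compounds falling within the control limits plus 3 SD of them, cut at about 14% in these data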;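 further: 0% = plate median of compound wells and 100% = 10 µM Aha-Tn7 peptide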
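Assay system: human fibrin DD(E). Input: DD(E) 2 µM final. Medium: Tris buffer with calcium and detergent, pH 7.8. Compound dosing: single point at 8.3 µM. Timing: 10 min plus 3 h, room temperature. Technique: fluorescence polarization of the labelled Tn7 tracer. Read-out: percent inhibition. Replicates: singlicate testing.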
SIAE inh: human SIAE inhibitors, primary screen, biochemical, fluorescence polarization, FP-Rh probe, 1536-well HTS; Sialate O-acetylesterase (Homo sapiens), Q9HAT2; SIAE FP-Rh probe binding; inhibition, % at 9.66 µM; 0.69% of 370,000 active; AID 1053197, 2014;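 active means inhibition above a cutoff: mean of compounds within the control limits plus 3 SD of those, cut at about 17% in these data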;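 further: 0% = plate median of compound wells and 100% = probe without SIAE protein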
Target sequence (Q9HAT2 whole entry, looked up): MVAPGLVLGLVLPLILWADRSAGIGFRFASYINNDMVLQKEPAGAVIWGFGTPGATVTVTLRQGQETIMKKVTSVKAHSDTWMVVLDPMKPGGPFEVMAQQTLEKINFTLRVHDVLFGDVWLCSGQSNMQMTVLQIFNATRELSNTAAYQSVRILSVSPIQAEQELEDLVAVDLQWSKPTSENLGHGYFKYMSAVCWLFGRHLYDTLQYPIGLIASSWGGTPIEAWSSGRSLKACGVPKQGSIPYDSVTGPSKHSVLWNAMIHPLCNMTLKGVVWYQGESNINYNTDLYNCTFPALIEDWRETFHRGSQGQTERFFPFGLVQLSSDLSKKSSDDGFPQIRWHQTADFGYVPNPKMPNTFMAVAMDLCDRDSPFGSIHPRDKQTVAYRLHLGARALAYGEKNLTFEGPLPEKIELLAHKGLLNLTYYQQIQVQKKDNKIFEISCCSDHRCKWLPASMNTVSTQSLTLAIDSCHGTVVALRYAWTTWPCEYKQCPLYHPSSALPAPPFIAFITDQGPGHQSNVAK
TCR CD3 inh: inhibitors of human TCR-CD3 interaction, primary screen, biochemical, fluorescence, TAMRA-labeled TCR probe; 0.37% of 360,000 active; T-cell receptor (TCR); inhibition, % at 9.4 µM; AID 651800, 2012; in the data active means inhibition above about 19%;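 further: recombinant mutant TCR 2C K166C tagged with TAMRA read by polarization; 0% = receptor in buffer alone and 100% = receptor with positive control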
LEDGF integ inh: blockers of LEDGF/p75-dependent integrase strand transfer – biochemical, TR-FRET, high throughput, primary screen; HIV-1 integrase (with human LEDGF/p75); TR-FRET IN-LEDGF/p75 DNA integration, Eu/Cy5; inhibition, % at 3.7 µM; 0.64% of 370,000 active;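 active means inhibition above the screen-wide mean plus 3 SD, cut at about 13% in these data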;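 further: signal is the Cy5 over europium emission ratio at 671 and 618 nm; 0% = plate median of compound wells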
DDE Tn6 FP inh: inhibitors of Tn6 peptide binding to fibrin DD(E), primary screen, biochemical, fluorescence polarization, human fibrin, Tn6 probe. Fibrin DD(E) TRITC-Tn6 fluorescence polarization displacement. Fibrinogen beta chain (Homo sapiens), P02675. inhibition, % at 8.3 µM. AID 720509, 2013. 0.21% of 370,000 active;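 active means inhibition above a per-campaign cutoff: mean of compounds within control limits plus 3 SD, cut at about 15% in these data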;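 further: 0% = median of all compound wells on the plate and 100% = blocking peptide control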
MBD2 inh: inhibitors of MBD2 binding to methylated DNA, primary screen, biochemical, TR-FRET, DNA-binding domain, human; Methyl-CpG-binding domain protein 2 (Homo sapiens), Q9UBB5; inhibition, % at 4.4 µM; 0.31% of 370,000 active; MBD2 binding to methylated oligonucleotide; in the data active means inhibition above about 13%
Target sequence (Q9UBB5 whole entry, looked up, the tested form may be a part): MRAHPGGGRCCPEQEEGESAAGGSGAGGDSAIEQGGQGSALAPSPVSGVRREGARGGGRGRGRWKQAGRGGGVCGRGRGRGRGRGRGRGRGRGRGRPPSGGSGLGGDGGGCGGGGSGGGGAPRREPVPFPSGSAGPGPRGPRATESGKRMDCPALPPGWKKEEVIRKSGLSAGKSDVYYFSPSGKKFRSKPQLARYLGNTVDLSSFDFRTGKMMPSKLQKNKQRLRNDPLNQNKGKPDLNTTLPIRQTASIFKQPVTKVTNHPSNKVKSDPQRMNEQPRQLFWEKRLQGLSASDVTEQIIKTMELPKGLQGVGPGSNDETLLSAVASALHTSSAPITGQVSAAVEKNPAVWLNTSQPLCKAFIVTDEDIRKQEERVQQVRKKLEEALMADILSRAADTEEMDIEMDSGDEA
KLK7 zymogen act: proKLK7 zymogen activators, primary screen, biochemical, fluorescence intensity | purified proKLK7, EDANS-DABCYL substrate fluorescence; 100% is mature enzyme control, 0% vehicle | 0.9% of 370,000 active | AID 652039, 2013 | Kallikrein-7 (Homo sapiens), P49862 | activation, % at 7 µM;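 active means activation above the mean of all tested compounds plus 3 SD, computed per campaign excluding outliers beyond control limits, cut at about 13% in these data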
Numbers without * were called inactive.

`O=C(CC12CC3CC(CC(Br)(C3)C1)C2)Nc1cccc(S(=O)(=O)NC2=NCCC2)c1` gave PRMT1 FP inh -2, UHRF1 MBD2 ctr -3, TDP2 absorb 10, DDE Tn7 FP inh 1, SIAE inh 13, TCR CD3 inh -7, LEDGF integ inh 0, DDE Tn6 FP inh -3, MBD2 inh 0 and KLK7 zymogen act 0.0.
C/C(=N\NC(=O)c1cccc([N+](=O)[O-])c1)c1cccc(NC(=O)C2CC2)c1 was read as PRMT1 FP inh 2, UHRF1 MBD2 ctr 5, TDP2 absorb 5, DDE Tn7 FP inh 5, SIAE inh 3, TCR CD3 inh 0, LEDGF integ inh -2, DDE Tn6 FP inh 1, MBD2 inh 2 and KLK7 zymogen act 0.0.
`O=C(Oc1c(Br)cc(C(=S)N2CCOCC2)cc1Br)c1ccc(Cl)cc1` gave PRMT1 FP inh 1, UHRF1 MBD2 ctr 2, TDP2 absorb -2, DDE Tn7 FP inh 8, SIAE inh -2, TCR CD3 inh 6, LEDGF integ inh 2, DDE Tn6 FP inh 2, MBD2 inh 4 and KLK7 zymogen act 0.8.
`CC(C)OCCCNC(=O)c1ccc2c(c1)ncn2C1CCCC1` gave PRMT1 FP inh -1, UHRF1 MBD2 ctr 1, TDP2 absorb 4, DDE Tn7 FP inh -9, SIAE inh 0, TCR CD3 inh 11, LEDGF integ inh 2, DDE Tn6 FP inh 6, MBD2 inh -5 and KLK7 zymogen act 0.1.
`O=C(c1csc2c1CCCC2)N1CCN(c2ccc(F)cc2)CC1` gave PRMT1 FP inh 1, UHRF1 MBD2 ctr -3, TDP2 absorb -1, DDE Tn7 FP inh -1, SIAE inh 4, TCR CD3 inh 6, LEDGF integ inh 1, DDE Tn6 FP inh -5, MBD2 inh -2 and KLK7 zymogen act 0.4.
`CN(C)[C@@H]1CCC[C@H]1OC(=O)C(c1ccccc1)c1ccccc1` gave PRMT1 FP inh 4, UHRF1 MBD2 ctr -2, TDP2 absorb 13, DDE Tn7 FP inh 5, SIAE inh 8, TCR CD3 inh -9, LEDGF integ inh -3, DDE Tn6 FP inh -1, MBD2 inh 5 and KLK7 zymogen act -0.7.
For O=C(Nc1ccccc1)c1ccccc1C(=O)N1CCCCC1 the results were PRMT1 FP inh -2, UHRF1 MBD2 ctr -1, TDP2 absorb 17, DDE Tn7 FP inh -6, SIAE inh -4, TCR CD3 inh -4, LEDGF integ inh -1, DDE Tn6 FP inh 0, MBD2 inh 2 and KLK7 zymogen act 0.0.
`O=C(Nc1ccccc1O)/C(=C\c1ccccc1)NC(=O)c1ccccc1` gave PRMT1 FP inh -1, UHRF1 MBD2 ctr 1, TDP2 absorb -16, DDE Tn7 FP inh 6, SIAE inh 3, TCR CD3 inh 6, LEDGF integ inh 1, DDE Tn6 FP inh 6, MBD2 inh 3 and KLK7 zymogen act 0.0.
COc1cccc(CNC(=O)c2ccccc2NC(=O)C2=C(C)OCCS2)c1 was read as PRMT1 FP inh 8, UHRF1 MBD2 ctr 8, TDP2 absorb -9, DDE Tn7 FP inh -1, SIAE inh 1, TCR CD3 inh -2, LEDGF integ inh -12, DDE Tn6 FP inh -3, MBD2 inh 3 and KLK7 zymogen act -0.4.
`COc1ccc(CC(NC(C)=O)C(=O)NC2CCN(c3ncccc3[N+](=O)[O-])CC2)cc1` (stereo not drawn) gave PRMT1 FP inh -2, UHRF1 MBD2 ctr 0, TDP2 absorb -7, DDE Tn7 FP inh -2, SIAE inh 4, TCR CD3 inh 5, LEDGF integ inh 7, DDE Tn6 FP inh 0, MBD2 inh -1 and KLK7 zymogen act -0.5.
For Cc1ccc(C(=O)C(OC(=O)CN2C(=O)c3ccccc3C2=O)c2ccccc2)cc1C (stereo not drawn) the results were PRMT1 FP inh -5, UHRF1 MBD2 ctr 0, TDP2 absorb 4, DDE Tn7 FP inh -2, SIAE inh -4, TCR CD3 inh 1, LEDGF integ inh 0, DDE Tn6 FP inh 4, MBD2 inh -1 and KLK7 zymogen act 0.8.
`CSc1cccc(NC(=O)CNC(=O)c2ccc3c(c2)OCO3)c1` gave PRMT1 FP inh -2, UHRF1 MBD2 ctr -4, TDP2 absorb 12, DDE Tn7 FP inh -1, SIAE inh 5, TCR CD3 inh 4, LEDGF integ inh 4, DDE Tn6 FP inh -4, MBD2 inh 0 and KLK7 zymogen act 0.1.
For COc1cc(C)c(Br)cc1S(=O)(=O)N1CCOCC1 the results were PRMT1 FP inh 2, UHRF1 MBD2 ctr 0, TDP2 absorb -15, DDE Tn7 FP inh 2, SIAE inh 3, TCR CD3 inh -3, LEDGF integ inh -4, DDE Tn6 FP inh 1, MBD2 inh -6 and KLK7 zymogen act 0.5.
Screening O=C(CN(C(=O)CCC(=O)Nc1nccs1)c1cccc(F)c1)NCc1ccc2c(c1)OCO2 returned PRMT1 FP inh 1, UHRF1 MBD2 ctr 1, TDP2 absorb 14, DDE Tn7 FP inh -1, SIAE inh 4, TCR CD3 inh -7, LEDGF integ inh 1, DDE Tn6 FP inh 3, MBD2 inh 1 and KLK7 zymogen act 0.6.
COC(=O)[C@]12C[C@H](CC(=O)NCC34CC5CC(CC(C5)C3)C4)C(=O)N(Cc3ccccc3)C1=C[C@H](C(C)C)O[C@@H]2C1CC1 was read as PRMT1 FP inh 4, UHRF1 MBD2 ctr 0, TDP2 absorb -1, DDE Tn7 FP inh 11, SIAE inh 1, TCR CD3 inh 5, LEDGF integ inh 0, DDE Tn6 FP inh 6, MBD2 inh 0 and KLK7 zymogen act -0.6.
Screening FC(F)(F)c1cccc(NC(=S)NCC2COc3ccccc3O2)c1 (stereo not drawn) returned PRMT1 FP inh 4, UHRF1 MBD2 ctr 4, TDP2 absorb -3, DDE Tn7 FP inh 1, SIAE inh -20, TCR CD3 inh 1, LEDGF integ inh 3, DDE Tn6 FP inh -2, MBD2 inh -1 and KLK7 zymogen act -0.2.
Screening COc1cc(Cl)c(C)cc1NC(=O)COC(=O)C(NS(=O)(=O)c1ccc(Cl)cc1)C(C)O (stereo not drawn) returned PRMT1 FP inh -1, UHRF1 MBD2 ctr 0, TDP2 absorb -3, DDE Tn7 FP inh -2, SIAE inh -13, TCR CD3 inh 0, LEDGF integ inh -1, DDE Tn6 FP inh 0, MBD2 inh 6 and KLK7 zymogen act -0.7.
O=C(NCc1ccc(Cl)cc1Cl)C1CC(=O)N(Cc2ccccc2)C1 (stereo not drawn) was read as PRMT1 FP inh -5, UHRF1 MBD2 ctr 1, TDP2 absorb -3, DDE Tn7 FP inh -8, SIAE inh -2, TCR CD3 inh 1, LEDGF integ inh 3, DDE Tn6 FP inh 2, MBD2 inh -1 and KLK7 zymogen act 0.3.
Screening COc1ccc(C(=O)N(Cc2ccccc2)c2cccc(C)c2)cc1S(=O)(=O)N1CCOCC1 returned PRMT1 FP inh -3, UHRF1 MBD2 ctr 1, TDP2 absorb -12, DDE Tn7 FP inh -2, SIAE inh 6, TCR CD3 inh -4, LEDGF integ inh 0, DDE Tn6 FP inh 0, MBD2 inh -6 and KLK7 zymogen act 0.6.
Screening O=C(CC1CCCC1)OCn1nnc2ccccc2c1=O returned PRMT1 FP inh 0, UHRF1 MBD2 ctr 7, TDP2 absorb 12, DDE Tn7 FP inh -7, SIAE inh 1, TCR CD3 inh 2, LEDGF integ inh 2, DDE Tn6 FP inh 4, MBD2 inh -1 and KLK7 zymogen act 0.2.
Screening CCOC(=O)CN1C(=O)N(CC)C(C)=C(C(=O)OC)[C@@H]1c1ccccc1 returned PRMT1 FP inh -1, UHRF1 MBD2 ctr -3, TDP2 absorb -1, DDE Tn7 FP inh 1, SIAE inh 15, TCR CD3 inh -4, LEDGF integ inh 2, DDE Tn6 FP inh 5, MBD2 inh 6 and KLK7 zymogen act 0.1.
For O=C(NC(c1ccc(Cl)cc1)c1ccsc1)C1CCN(Cc2ccc(Oc3ccccc3)cc2)CC1 (stereo not drawn) the results were PRMT1 FP inh 4, UHRF1 MBD2 ctr -1, TDP2 absorb 1, DDE Tn7 FP inh -6, SIAE inh -15, TCR CD3 inh -4, LEDGF integ inh -1, DDE Tn6 FP inh -8, MBD2 inh 4 and KLK7 zymogen act 0.1.
O=C1Nc2ccc(S(=O)(=O)N3CCCCCC3)c3cccc1c23 was read as PRMT1 FP inh 1, UHRF1 MBD2 ctr 1, TDP2 absorb -2, DDE Tn7 FP inh -2, SIAE inh -2, TCR CD3 inh -5, LEDGF integ inh 0, DDE Tn6 FP inh -4, MBD2 inh -1 and KLK7 zymogen act 1.6.
For O=C(CSc1ccc(Cl)cc1)N1CCN(c2ccc([N+](=O)[O-])cc2Cl)CC1 the results were PRMT1 FP inh 28*, UHRF1 MBD2 ctr 2, TDP2 absorb -5, DDE Tn7 FP inh 4, SIAE inh -2, TCR CD3 inh -10, LEDGF integ inh 0, DDE Tn6 FP inh -1, MBD2 inh 1 and KLK7 zymogen act 0.3.
C/C(=N\Nc1nc(N2CCOCC2)nc(N2CCOCC2)n1)c1ccc([N+](=O)[O-])cc1 was read as PRMT1 FP inh -2, UHRF1 MBD2 ctr -7, TDP2 absorb -9, DDE Tn7 FP inh 2, SIAE inh 0, TCR CD3 inh 4, LEDGF integ inh -1, DDE Tn6 FP inh -1, MBD2 inh 2 and KLK7 zymogen act -0.3.
For CCOC(=O)c1sc(N(Cc2ccccc2)C(=O)CN2C(=O)CN(C)C2=O)nc1C the results were PRMT1 FP inh 4, UHRF1 MBD2 ctr 5, TDP2 absorb -10, DDE Tn7 FP inh 0, SIAE inh -5, TCR CD3 inh 1, LEDGF integ inh 2, DDE Tn6 FP inh -1, MBD2 inh 8 and KLK7 zymogen act 0.2.
Screening Cc1ccc(S(=O)(=O)NCc2cccnc2)cc1 returned PRMT1 FP inh 1, UHRF1 MBD2 ctr -3, TDP2 absorb 16, DDE Tn7 FP inh -2, SIAE inh -4, TCR CD3 inh -5, LEDGF integ inh 0, DDE Tn6 FP inh 8, MBD2 inh -1 and KLK7 zymogen act 0.4.
For O=C(Cn1cc([N+](=O)[O-])cn1)Nc1ccn(Cc2c(F)c(F)cc(F)c2F)n1 the results were PRMT1 FP inh -2, UHRF1 MBD2 ctr 3, TDP2 absorb 0, DDE Tn7 FP inh 3, SIAE inh -10, TCR CD3 inh 3, LEDGF integ inh 0, DDE Tn6 FP inh 8, MBD2 inh 0 and KLK7 zymogen act 0.0.

Screens from PubChem.
